# ARNT TACC3 PPI: ARNT/TACC3 interaction disruption. inhibition, % at 9.99 µM. AID 623870. Q9Y6A5. AlphaScreen His-ARNT PAS-B/GST-TACC3 binding, luminescence; TACC3 fragment carries E629A point mutation. 390,000 compounds, 0.66% hits;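 active = mean inhibition of replicates at least 50% and at least half of replicates each reaching 50%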;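 note: 0% = complete ARNT plus TACC3 wells and 100% = ARNT alone without TACC3; many hits fall short of the cut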
# Cneo AK release: Cryptococcus neoformans lysis via adenylate kinase release; C. neoformans lysis, adenylate kinase release luminescence, 4 h; normalised: neutral wells 0, clomiphene wells 100; lysis activity, % at 15 µM; 360,000 compounds, 0.2% hits; AID 651654;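 active = mean lysis activity across replicates of at least 80%, whatever share of replicates individually reach that level; inactive = mean lysis activity below 80%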
#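 Material: C. neoformans cells | Amount: Yeast cell density of 5 × 10^6 cells/mL | Medium: Fresh YPD growth medium | Dosing: Single dose | Times: Static 4 h at 37 °C with compound, 1 h detection | Detection: AK luminescence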
# esBAF inh: inhibitors of esBAF chromatin remodeling in mouse ES cells. Bmi1-luciferase knock-in reporter, 24 h; 100% = twice the neutral-well signal. reporter increase, % at 12.5 µM. 350,000 compounds, 2% hits; in the data active = activation above about 40%;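 note: 0% = median of the plate's neutral control wells and 100% = double that signal; a rise in the Bmi1 reporter signal indicates esBAF inhibition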
# C2C12 statin: suppressors of simvastatin-induced myotoxicity in C2C12 myotubes. AID 602340. ATP luminescence, 48 h; scaled: DMSO 0, geranylgeraniol control 100. rescue of ATP level, % at 7.49 µM. 330,000 compounds, 0.78% hits;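 active = mean ATP rescue above about 67%, or every replicate alone reaching that limit, limit read from the data, passing the limit was not always enough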;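 note: myotubes were challenged with 10 µM simvastatin during compound exposure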
# miR-122 sensor: inhibitors of miR-122 in Huh7 cells. Huh7 miR-122 Renilla luciferase sensor, 48 h; neutral wells = 0, positive control = 100. activation (reporter increase), % at 12.5 µM. 340,000 compounds, 0.3% hits. AID 602342;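 active = mean replicate activation score at least 90 and every replicate individually at or above 90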;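 note: higher luciferase means less miR-122 activity so hits act as miR-122 inhibitors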
# ERp5 inh: inhibitors of human ERp5. Q15084. ERp5 insulin aggregation, absorbance 650 nm, 90 min. inhibition, % at 9.99 µM. 350,000 compounds, 0.05% hits. AID 651711;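 active = mean replicate inhibition above about 25%, with every replicate also reaching it, limit read from the data, passing the limit was not always enough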
# Target sequence (Q15084 whole entry, looked up): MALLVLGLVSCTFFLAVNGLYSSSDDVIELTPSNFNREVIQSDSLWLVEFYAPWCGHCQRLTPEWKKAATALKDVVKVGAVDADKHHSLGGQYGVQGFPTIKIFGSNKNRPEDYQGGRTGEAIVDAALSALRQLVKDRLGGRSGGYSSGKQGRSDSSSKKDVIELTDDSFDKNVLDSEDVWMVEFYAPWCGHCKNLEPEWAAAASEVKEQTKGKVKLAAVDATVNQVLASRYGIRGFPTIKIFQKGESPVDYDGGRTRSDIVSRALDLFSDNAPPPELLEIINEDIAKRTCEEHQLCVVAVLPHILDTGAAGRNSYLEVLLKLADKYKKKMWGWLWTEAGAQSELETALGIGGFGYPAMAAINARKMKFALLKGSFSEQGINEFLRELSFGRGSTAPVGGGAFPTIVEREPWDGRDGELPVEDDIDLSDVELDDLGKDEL
# SIRT5 inh: inhibitors of human sirtuin-5 desuccinylase; Purified SirT5, succinyl-peptide AMC, trypsin-coupled fluorescence; inhibition, % at 15 µM; 330,000 compounds, 1.1% hits; in the data active = inhibition above about 15%
# Target sequence (Q9NXA8 whole entry, looked up): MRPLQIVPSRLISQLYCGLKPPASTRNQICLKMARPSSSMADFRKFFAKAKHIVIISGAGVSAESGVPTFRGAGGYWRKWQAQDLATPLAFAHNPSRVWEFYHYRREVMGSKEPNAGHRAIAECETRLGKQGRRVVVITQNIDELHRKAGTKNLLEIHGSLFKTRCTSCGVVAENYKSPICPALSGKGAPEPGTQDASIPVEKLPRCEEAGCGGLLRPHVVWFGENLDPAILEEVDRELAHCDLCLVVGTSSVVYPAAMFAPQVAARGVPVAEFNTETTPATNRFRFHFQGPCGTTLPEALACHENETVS
# Numbers without * were called inactive; . = no result given; & = joins results of further samples; [ ] = dose if it differs, or a comment.
SMILES,ARNT TACC3 PPI,Cneo AK release,esBAF inh,C2C12 statin,miR-122 sensor,ERp5 inh,SIRT5 inh
C/C(=N/NC(=O)c1sc(NS(=O)(=O)c2ccccc2)nc1C)c1ccc(F)cc1,-8,0,3,-12,-6,1,2
C[C@H]1CN([C@@H](C)CO)C(=O)c2cccc(NC(=O)c3ccc(-c4nccs4)cc3)c2O[C@@H]1CN(C)S(=O)(=O)c1ccc(Cl)cc1,-4,3,5,17,-3[16.7 µM],-1,0
C[C@@H]1CN([C@@H](C)CO)C(=O)c2cc(NC(=O)Cn3cnnn3)ccc2O[C@@H]1CN(C)Cc1ccc(Cl)c(Cl)c1,20,0,-2,15,-1[16.7 µM],-4,-3
N#CCc1nnc2n1-c1ccccc1CCC2,-3,-1,1,1,-6,.,.
CC(=O)NN1C(=O)c2ccccc2NC1c1ccccn1 (configuration not stated),-4,-1,.,.,-6,.,.
CCOC(=O)N1CCC(c2cc(=O)n(-c3ccccc3)[nH]2)CC1,9,.,.,.,.,-2,-2
Cc1c(Cl)cccc1NC(=O)CCCN1C(=O)CCC1=O,-8,3,-9,-6,1,.,.
Cc1cc(NC(=O)CSCC(=O)N(c2cccc(Cl)c2)C(C(=O)NC2CCCCC2)c2ccc(O)c(O)c2)no1 (configuration not stated),-2,-2,.,.,-3,.,.
C[C@H](CO)N1C[C@H](C)[C@H](CN(C)Cc2ccc(C(F)(F)F)cc2)Oc2c(NS(=O)(=O)c3cn(C)cn3)cccc2C1=O,4,3,3,0,9[16.7 µM],1,-2
CC(=O)Nc1ccc(NCCc2cccs2)cc1,.,0,17,6,-4,0,-5

# The closing 4 entries of the part above open the next one:
SMILES,ARNT TACC3 PPI,Cneo AK release,esBAF inh,C2C12 statin,miR-122 sensor,ERp5 inh,SIRT5 inh
Cc1c(Cl)cccc1NC(=O)CCCN1C(=O)CCC1=O,-8,3,-9,-6,1,.,.
Cc1cc(NC(=O)CSCC(=O)N(c2cccc(Cl)c2)C(C(=O)NC2CCCCC2)c2ccc(O)c(O)c2)no1 (configuration not stated),-2,-2,.,.,-3,.,.
C[C@H](CO)N1C[C@H](C)[C@H](CN(C)Cc2ccc(C(F)(F)F)cc2)Oc2c(NS(=O)(=O)c3cn(C)cn3)cccc2C1=O,4,3,3,0,9[16.7 µM],1,-2
CC(=O)Nc1ccc(NCCc2cccs2)cc1,.,0,17,6,-4,0,-5
O=C1C(c2cc(=O)c3ccccc3[nH]2)=C(O)c2ccccc21,.,-7,-7,4,6,.,.
Cc1cc(=O)[nH]c2ccc(S(=O)(=O)NCc3ccccc3)cc12,1,-3,-7,6,8,5,2
CC(C)NC(=O)NC(=O)COC(=O)c1ccc(NC(=O)CC#N)cc1,28,-1,3,113*,-3,.,.
CC#CC(=O)N1CCC(n2nccc2NC(=O)c2ccc3c(c2)OCO3)CC1,-4,-2,.,.,6,-1,-4
CCOC(=O)c1ccc(NC(=O)CN2C(=O)NC3(CCCCCCC3)C2=O)cc1,-1,-2,-2,-3,.,3,0
CCOC(=O)N1CCN(C(=O)C2CCC(CNS(=O)(=O)c3ccc(Cl)cc3)CC2)CC1 (configuration not stated),.,3,-4,-3,-2,.,.
CNC[C@H]1Oc2cc(C#CCC3CCCC3)ccc2S(=O)(=O)N([C@@H](C)CO)C[C@@H]1C,0,7,-1,.,7[16.7 µM],4,3
COc1ccc(-c2cc(C(=O)N3CCN(c4ccccc4OC)CC3)no2)cc1,.,1,3,57,0,1,-2
CCC1CCCCN1CCCNC(=O)c1ccc(CS(=O)(=O)Cc2ccc(Cl)cc2)o1 (configuration not stated),1,3,4,-10,-4,-4,1
COc1ccccc1NC(=O)c1ccc(-c2ccccc2F)o1,-24,3,24,-15,5,-1,2
Cc1ccc(S(=O)(=O)NCC(=O)OC(C)C(=O)Nc2ncc(Cl)cc2Cl)cc1 (configuration not stated),-4,-1,-2,10,-4,.,.
CCOC(=O)C(=O)Nc1ccc2c(c1)OCO2,3,3,-2,.,6,.,.
Cc1noc(C)c1COc1ccc(C(=O)OCC(=O)c2ccc3c(c2)OCCO3)cc1,-1,0,-3,3,5,.,.
CN1C(C(=O)NCCc2cccs2)CC2Cn3c(nc4cc5ccccc5cc43)C21 (configuration not stated),1,2,4,-9,-2,-3,-1
CC(C)(C)c1ccc(-c2nc(C#N)c(NCc3ccncc3)o2)cc1,9,-19,.,.,-7,.,.
C[C@@H]1CCCCO[C@@H](CN(C)Cc2ccc3c(c2)OCO3)[C@@H](C)CN([C@@H](C)CO)C(=O)c2cc(NS(C)(=O)=O)ccc2O1,-3,5,0,-23,7[16.7 µM],4,1
CCC(=O)Nc1ccc2c(c1)OC[C@@H](C)N(C(=O)C1CCC1)C[C@H](C)[C@@H](OC)CN(C)C2=O,-9,11,4,-14,.,-1,-1
Cc1ccccc1-c1nc2cc(Cl)ccc2c(=O)o1,-6,.,.,.,.,2,-2
CCN(Cc1cn2cccnc2n1)C1CCCCC1,6,-1,8,-1,5,3,-17
O=S(=O)(Cc1ccccc1)N1CCCCN2[C@@H](CO)[C@@H](c3ccc(-c4cncnc4)cc3)[C@@H]2C1,-18,-1,.,.,-1[16.7 µM],-3,6

# The final 2 compounds of the section before come first, to join the parts:
SMILES,ARNT TACC3 PPI,Cneo AK release,esBAF inh,C2C12 statin,miR-122 sensor,ERp5 inh,SIRT5 inh
CCN(Cc1cn2cccnc2n1)C1CCCCC1,6,-1,8,-1,5,3,-17
O=S(=O)(Cc1ccccc1)N1CCCCN2[C@@H](CO)[C@@H](c3ccc(-c4cncnc4)cc3)[C@@H]2C1,-18,-1,.,.,-1[16.7 µM],-3,6
C=CC[C@H](CC(=O)N(CCO)Cc1ccccc1)C(=O)NCCOC(=O)[C@H](CC=C)CC(=O)OC(C)(C)C,-7,-1,4,4,.,-1,-3
CN(C(=O)c1cccc(S(=O)(=O)NCc2ccccc2)c1)C1CCCCC1,-14,-1,-1,-4,10,-2,.
CCc1nc(C(N)=O)c2[nH]c(=O)n(-c3ccccc3F)c2n1,-1,-1,1,2,-4,9,-9
C=CCn1c(CNc2ccccc2)nnc1SCC(=O)N/N=C/c1ccc(O)cc1O,58*,1,-2,-3,-7,.,.
C[C@H](CO)N1C[C@H](C)[C@@H](CN(C)CC2CCCCC2)OCCCC[C@H](C)Oc2ccc(NC(=O)NC3CCCCC3)cc2C1=O,0,3,-2,-176,-6[16.7 µM],.,.
COc1ccc(S(=O)(=O)NCc2ccncc2)cc1NC(=O)c1ccccc1F,-13,0,2,-1,48,-4,-2
Nc1nnnn1/N=C/C(Br)=C/c1ccccc1,-1,15,53*,36,6,.,.
COc1ccccc1NC(=O)CC1C(=O)NCCN1C(=O)Nc1ccc(Cl)c(Cl)c1 (configuration not stated),7,6,5,-3,0,.,.
Cc1noc(C)c1NC(=O)Nc1ccc2c(c1)C(=O)N([C@H](C)CO)C[C@H](C)[C@@H](CN(C)C)OCCCC[C@@H](C)O2,.,.,-8,-15,7[16.7 µM],.,.
Cc1ccc(NC(=O)c2ccccc2SCC(=O)N2CCCC2)cc1S(=O)(=O)N(C)C,4,-2,-4,-10,-6,-7,0
CC(c1ccccc1)C1OCC(C[N+]2(C)CCCCC2)O1 (configuration not stated),-3,.,.,.,.,2,-3
C[C@@H]1CN([C@H](C)CO)C(=O)CCCn2nncc2CO[C@@H]1CN(C)C(=O)Nc1ccc(N2CCN(C)CC2)cc1,9,0&-2,-1&-8&1,10&-17&7,-1,0&4,6&1
CN(C)C(=O)c1ccc(-c2ccc([C@H]3[C@@H](C#N)N(C(=O)C4CCC4)[C@@H]3CO)cc2)cc1,-6,-2,2,-9,.,-2,-1
CCOC(=O)N1CCN(C(=S)NC(=O)C2CCCC2)CC1,-4,4,-8,5,3,-11,-4
CCC(=O)N[C@@H]1C=C[C@H](CC(=O)NCc2ccccc2F)O[C@@H]1CO,6,-1,-4,4,-3[16.7 µM],3,0
O=C(NCc1ccco1)Oc1ccccc1,-11,-2,4,10,-4,.,.
O=C(COc1ccc(F)cc1Br)N1CCN(c2ncccn2)CC1,2,.,.,.,.,8,-6
COC(CNC(=O)c1ccc2c3c(onc13)-c1ccccc1C2=O)OC,19,2,.,.,-10,6,1
CC(=O)Nc1ccc(C(=O)CSc2nnc(-c3ccccc3F)n2CCc2ccccc2)cc1,-2,.,.,.,.,5,1
CCc1ccc2c(c1)[C@]1(C(=O)N2)[C@@H]2C(=O)N(Cc3ccccc3)C(=O)[C@@H]2[C@@H]2CCCN21,-1,1,8,12,-4,1,14
Nn1c(SCC(=O)Nc2ccc(N3CCOCC3)cc2)nnc1-c1cccc(F)c1,.,3,24,-2,.,3,1
CO[C@@H]1CN(C)C(=O)c2ccc(NC(=O)C3CC3)cc2OC[C@H](C)NC[C@H]1C,7,3,0,8,.,2,-3
CCC(=O)N1CCN(c2nc3ccc(Br)cc3s2)CC1,1,2,75*,3,-14,-2,-4
COC(=O)C1=C(C(=O)OC)[C@@H]2N(Cc3ccccc3)c3ccccc3[C@@]23C[C@@H](C(=O)OC)N(C(C)=O)C3=N1,4,-1,0,-9,1,-2,0
CCCn1c(O)c2ccc(C(=O)N=NC(=O)c3cccnc3)cc2c1O,-3,-29,-7,.,-3,.,.
CN(C)C(=O)C[C@@H]1C[C@@H]2c3cc(NC(=O)Nc4ccccc4F)ccc3O[C@@H]2[C@H](CO)O1,-9,-4,5,5,2[16.7 µM],-2,-2
CCOC(=O)C1CCCN(C(=O)c2ccc([N+](=O)[O-])c(C)c2)C1 (configuration not stated),-7,3,-11,-3,0,.,.
CC1CCCCC1NC(=O)COC(=O)c1ccc(S(=O)(=O)NCc2ccco2)cc1 (configuration not stated),-4,0,-4,3,-7,.,.
Cc1cc(NS(=O)(=O)c2ccc(NC(=O)c3ccc(Cl)nc3)cc2)nc(C)n1,.,1,-6,5,-1,-2,0
O=C(Nc1cccc(Cl)c1)Nc1nnc(CSCCOc2ccc(Cl)cc2)s1,-8,-3,.,.,-14,.,.
O=C(Nc1ccc(Nc2ccccc2)cc1)N1CCOCC1,2,0,-3,-32,6,.,.
COc1ccc(Cc2nnc(NC(=O)Cn3cnc4c3c(=O)n(C)c(=O)n4C)s2)cc1,-2,1,-1,-4,1,.,.
CCCCNC(=O)c1ccc(C)c(NC(=O)C2=C(C)OCCS2)c1,-12,-3,-1,2,9,-7,-4
O=C(C[C@@H]1CC[C@H](NC(=O)C2CC2)[C@@H](CO)O1)NCCCN1CCOCC1,3,9,1,3,-3[16.7 µM],0,3
O=C(NC1CCCCCCC1)C1CCN(c2nc3ccccc3o2)CC1,5,-1,-2,-11,0,.,.
O=C(COc1ccc2c(c1)OCO2)Nc1ccccc1C(F)(F)F,-4,.,.,.,.,2,-2
COc1ccc(S(=O)(=O)N(C)C[C@H]2Oc3ccc(NC(=O)CCCN(C)C)cc3CC(=O)N([C@@H](C)CO)C[C@@H]2C)cc1,-3,0,1,-4,-4[16.7 µM],7,-5
Cc1cc(Br)cn2c(Cc3ccsc3)c(-c3ccco3)nc12,.,0,-7,12,-2,5,-2
CCCOc1cccc(C2/C(=C(/O)c3ccc(OC)cc3)C(=O)C(=O)N2CCN(C)C)c1 (configuration not stated),4,-1,-5,6,6,.,.
CCc1ccccc1NC(=O)CNC(=O)CCC(=O)c1cc(C)sc1C,.,0,7,7,-5,-4,.
CSCCC(NC(=O)c1ccccc1Cl)C(=O)NCC(c1ccc(F)cc1)N1CCOCC1 (configuration not stated),.,-1,0,4,-7,3,-3
Cc1cc(NC(=O)c2ccccc2)n(C(C)(C)C)n1,.,-1,.,.,4,-3,-1
CO[C@@H]1CN(C)C(=O)c2cc(NS(=O)(=O)CC(F)(F)F)ccc2OC[C@H](C)N(C(=O)NC(C)C)C[C@H]1C,-5,-3,-3,-2,.,1,-16
COc1cc(OC)c(C#N)c(S(=O)(=O)Cc2ccccc2)c1,0,-3,2,-8,.,.,.
COC(=O)C[C@@H]1CC[C@@H]2[C@H](COc3ccc(NS(=O)(=O)c4cccc(F)c4)cc3C(=O)N2C)O1,2,-19,-7,-8,2[16.7 µM],-2,0
O=[N+]([O-])c1cccc(S(=O)(=O)NCCCN2CCOCC2)c1,-9,-2,-4,-1,-7,-1,-2
CCCC(=O)Nc1nc2ccc(S(=O)(=O)N3CCCCC3)cc2s1,-8,-4,-3,-68,118*,0,-5
